# Screening data: PubChem BioAssay, several laboratories
# OX1R antag: antagonists of human orexin 1 receptor; CHO/OX1R cells, Fluo-8 calcium fluorescence, orexin A; inhibition, % at 5 µM; 330,000 compounds, 0.43% hits; AID 434989;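 active = inhibition above its plate's threshold, mean inhibition of all tested compounds on the plate plus 3 SD, cut at about 37% in these data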;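 also: 0% = orexin A challenge wells and 100% = SB-334867-A antagonist wells; not every result past the cut was called active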
# Target sequence (O43613 whole entry, looked up): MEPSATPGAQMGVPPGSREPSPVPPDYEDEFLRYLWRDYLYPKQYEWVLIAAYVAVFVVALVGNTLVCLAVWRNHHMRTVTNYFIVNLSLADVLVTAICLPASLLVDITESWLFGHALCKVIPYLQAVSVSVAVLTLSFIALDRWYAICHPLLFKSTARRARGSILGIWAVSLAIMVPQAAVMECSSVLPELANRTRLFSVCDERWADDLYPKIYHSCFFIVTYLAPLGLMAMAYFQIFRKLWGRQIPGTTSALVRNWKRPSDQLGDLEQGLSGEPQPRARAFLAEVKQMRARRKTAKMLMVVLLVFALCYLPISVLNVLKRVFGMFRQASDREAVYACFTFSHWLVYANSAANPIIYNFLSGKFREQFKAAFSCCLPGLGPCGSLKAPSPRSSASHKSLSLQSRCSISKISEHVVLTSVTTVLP
# CHT allo act: human CHT allosteric activation | B-score at 10 µM | 310,000 compounds, 0.49% hits | CHT-expressing cells, membrane potential dye, choline EC20; stronger effect = higher value; LV-AA mutant CHT in HEK293 cells | Q9GZV3;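 active = initial fluorescence not abnormally high and integrated response B-score, plate-corrected, over 3 SD above library mean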
# Target sequence (Q9GZV3 whole entry, looked up): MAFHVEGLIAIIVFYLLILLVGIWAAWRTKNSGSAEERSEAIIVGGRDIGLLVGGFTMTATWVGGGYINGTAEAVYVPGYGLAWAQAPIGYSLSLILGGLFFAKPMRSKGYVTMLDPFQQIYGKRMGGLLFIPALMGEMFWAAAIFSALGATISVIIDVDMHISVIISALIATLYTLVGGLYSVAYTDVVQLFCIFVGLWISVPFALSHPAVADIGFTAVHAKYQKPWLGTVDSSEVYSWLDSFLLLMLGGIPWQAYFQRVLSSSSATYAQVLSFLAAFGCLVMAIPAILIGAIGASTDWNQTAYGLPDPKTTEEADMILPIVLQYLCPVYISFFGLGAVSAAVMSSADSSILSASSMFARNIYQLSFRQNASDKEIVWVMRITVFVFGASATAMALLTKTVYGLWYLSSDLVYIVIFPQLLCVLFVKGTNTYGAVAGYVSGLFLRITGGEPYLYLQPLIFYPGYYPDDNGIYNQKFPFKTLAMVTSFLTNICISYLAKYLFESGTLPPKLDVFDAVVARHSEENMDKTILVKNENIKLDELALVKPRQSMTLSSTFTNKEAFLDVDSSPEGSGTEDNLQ
# Active calls of the source: *; i = inactive; / = not tested or not shown.
SMILES,OX1R antag,CHT allo act
CCCN(CCC)S(=O)(=O)c1ccc(NS(=O)(=O)c2ccc(F)cc2)cc1,-13,i
Cc1nc2c(sc3nc4c(cc32)COC(C)(C)C4)c(=O)n1Cc1ccccc1,-8,i
CNc1ccc(/C=C/C(=O)c2ccc3c(c2)OCCO3)cc1[N+](=O)[O-],-22,i
CC(NC(=O)COC(=O)CN1C(=O)C2CCCCC2C1=O)c1ccccc1 (stereo unspecified),8,/
COc1ccc(C2CC(C)(c3ccc(OC)cc3)Nc3ccccc3N2)cc1 (stereo unspecified),-25,i
Cc1ccc(C)c(N2CC(C(=O)Nc3nccs3)CC2=O)c1 (stereo unspecified),-14,i
O=C(O)CC(NC(=O)c1cccc([N+](=O)[O-])c1)c1ccc2c(c1)OCO2 (stereo unspecified),-13,i
C=CCNC(=S)NNC(=O)c1ccc2c(c1)OCO2,-12,i
CC1CCC(NC(=O)CCNC(=O)c2ccc(Br)cc2)CC1 (stereo unspecified),-7,i
O=C1c2ccc([N+](=O)[O-])cc2C(=O)N1c1ccc([N+](=O)[O-])cn1,2,i
COc1cc(OC)cc(-c2nc3cc(C)ccc3o2)c1,-3,i
O=C(O)C(Cc1c[nH]c2ccccc12)NS(=O)(=O)c1ccc(Cl)cc1 (stereo unspecified),-14,i
CC1CCCC(C)N1/N=C/C=C/c1ccccc1[N+](=O)[O-] (stereo unspecified),-23,i
O=C1CCCN1CCCNC(=S)Nc1ccccc1Cl,-7,i
CC1Cc2ccccc2N1CC(=O)Nc1ccc(Cl)c(S(=O)(=O)N(C)C)c1 (stereo unspecified),-8,i
COc1ccc(NC2=C3CC(C)CC=C3N(c3ccc(OC)cc3)C2=O)cc1 (stereo unspecified),-23,i
COc1cccc(N2CCN(C(=O)c3oc4ccccc4c3NC(=O)CCc3cc(OC)no3)CC2)c1,-18,i
Cc1ccc2nc(C)cc(C(=O)OCC(=O)Nc3cccnc3Cl)c2c1,-17,i
Cc1ccccc1NC(=O)Cc1nc(COC(=O)c2ccccn2)cs1,-19,i
O=C(c1cc2sccc2n1Cc1ccc(F)cc1)N1CCCc2ccccc21,-10,i
CCc1nnc(NC(=O)c2ccc(COc3cccc(C)c3)o2)s1,-5,i
CCOC(=O)c1c(-c2ccc(C)cc2)csc1/N=C(\C)C1=C(O)c2ccccc2C1=O,-19,i
C(=N\Nc1ncnc2ccccc12)/c1ccccc1,-2,i
Cc1ccccc1Cn1cnc2c(cnn2C(C)(C)C)c1=O,-5,i
Cc1cc(C(=O)OCC(=O)NCc2cccs2)ccc1[N+](=O)[O-],1,/
CCn1c(CNC(=O)c2cccc(C)c2)nnc1SCC(=O)Nc1nnc(C)s1,-10,i
CN(C)CCNC(=O)COc1cccc(Cl)c1,-22,i
COc1ccccc1CN1CCN(Cc2nc(-c3ccccc3)no2)CC1,-37,i
COc1ccc(/C=C2\SC(=O)N(CCC(=O)NC3CCS(=O)(=O)C3)C2=O)cc1 (stereo unspecified),-24,i
Cc1ccc(SCC(=O)Nc2ccc(N3CCN(C)CC3)c(F)c2)cc1,-12,i
O=C(COC(=O)c1cccs1)Nc1nc(-c2ccccc2)cs1,-7,i
Cc1ccc(NC(=O)CSc2ccc(-c3ccc(-n4cccn4)cc3)nn2)c(C)c1,-20,i
Cc1ccc(-n2c(C)c(C)c3c(NCCCO)ncnc32)cc1,/,i
Cc1ccc(N(NC(=O)C(C)(C)O)C(=O)c2ccccc2)cc1C,-21,i
CCCCN1C(N)=NC[C@@H]1CC1CCCCC1,0,i
OC(CN1CCCCC1)CN(c1ccccc1)c1ccccc1 (stereo unspecified),-14,i
COc1ccc(NC(=O)c2ccc(C(=O)c3cc(OC)ccc3OC)cc2)cc1,3,i
COc1ccc(C(C(=O)NC2CCCCC2)N(C(=O)CCl)c2ccc(Cl)cc2)cc1 (stereo unspecified),-23,i
COC(=O)c1ccc(CSc2nc3c(cnn3-c3ccccc3)c(=O)[nH]2)o1,11,i
COc1ccc(NC(=O)C2CCCN2C(=O)NCc2ccccc2)cc1 (stereo unspecified),-1,i
Cc1ccc(SCC(=O)N2CCCC2)cc1,-5,i
CC(C)Oc1ccccc1-c1cc(C(=O)N/N=C/c2cccnc2)c2ccccc2n1,-23,i
COc1cc(CN2CCN(c3ccccc3C)CC2)cc([N+](=O)[O-])c1O,-1,i
COCCn1cnnc1SCC(=O)Nc1cccc(S(=O)(=O)N2CCCCC2)c1,-17,/
O=C(COc1ccc2ccccc2c1)N1CCN(C(=O)c2cccnc2)CC1,-17,i
CC(C)C1Oc2ccccc2N(CC(=O)N(Cc2ccncc2)Cc2ccco2)C1=O (stereo unspecified),-28,i
CCc1nnc(NC(=O)c2ccc(COc3ccccc3Cl)o2)s1,-4,i
O=C(NNc1nc2ccccc2o1)c1ccccc1,-26,i
Cc1n[nH]c(=S)n1/N=C/c1ccccc1OCc1ccc(Cl)cc1,5,i
COc1ccc(Cl)cc1-c1n[nH]c(=S)o1,-28,i

# Full records, looked up by structure.
# Cc1ccccc1Cn1cnc2c(cnn2C(C)(C)C)c1=O as listed: OX1R antag = -5; CHT allo act = i
# O=C(COC(=O)c1cccs1)Nc1nc(-c2ccccc2)cs1 as listed: OX1R antag = -7; CHT allo act = i
# Cc1ccc(-n2c(C)c(C)c3c(NCCCO)ncnc32)cc1 as listed: OX1R antag = /; CHT allo act = i

# Later entries.
SMILES,OX1R antag,CHT allo act
CN(C)c1ccc(/C=C2\N=C(c3ccc(Cl)c([N+](=O)[O-])c3)NC2=O)cc1,17,i
O=C(CSc1ccc(-c2ccco2)nn1)NCc1ccc2c(c1)OCO2,6,i
O=C(N/N=C/c1nn(-c2ccccc2)cc1-c1ccc(Cl)cc1)c1ccncc1,3,i
COc1cc(NC(=O)c2nccnc2C(=O)O)cc(OC)c1,-13,i
Cc1ccc(C(=O)C[n+]2ccc(-c3nnc4n3CCC4)cc2)cc1,-9,i
Cc1ccccc1N1CCN(C2CCCN(C(=O)CCN3CCCCC3=O)C2)CC1 (stereo unspecified),-15,i
CC(OC(=O)c1ccccn1)C(=O)Nc1ccc(C(F)(F)F)cc1 (stereo unspecified),-5,/
Cc1ccc(S(=O)(=O)/C(C#N)=C/c2c(N3CC(C)OC(C)C3)nc3ccccn3c2=O)cc1 (stereo unspecified),-26,i
C=CCOc1c(Br)cc(/C=N\n2nnnc2N)cc1OC,-18,i
CS(=O)(=O)Nc1nc2n(n1)C(c1ccc(F)cc1)CC(c1ccccc1)N2 (stereo unspecified),-7,i

# By substructure, the entries above containing a COOH group (3)
SMILES,OX1R antag,CHT allo act
O=C(O)CC(NC(=O)c1cccc([N+](=O)[O-])c1)c1ccc2c(c1)OCO2 (stereo unspecified),-13,i
O=C(O)C(Cc1c[nH]c2ccccc12)NS(=O)(=O)c1ccc(Cl)cc1 (stereo unspecified),-14,i
COc1cc(NC(=O)c2nccnc2C(=O)O)cc(OC)c1,-13,i

# In the list so far, 6 contain a furan ring, fused or not:
SMILES,OX1R antag,CHT allo act
COc1cccc(N2CCN(C(=O)c3oc4ccccc4c3NC(=O)CCc3cc(OC)no3)CC2)c1,-18,i
CCc1nnc(NC(=O)c2ccc(COc3cccc(C)c3)o2)s1,-5,i
COC(=O)c1ccc(CSc2nc3c(cnn3-c3ccccc3)c(=O)[nH]2)o1,11,i
CC(C)C1Oc2ccccc2N(CC(=O)N(Cc2ccncc2)Cc2ccco2)C1=O (stereo unspecified),-28,i
CCc1nnc(NC(=O)c2ccc(COc3ccccc3Cl)o2)s1,-4,i
O=C(CSc1ccc(-c2ccco2)nn1)NCc1ccc2c(c1)OCO2,6,i

# Additional results:
SMILES,OX1R antag,CHT allo act
CCCCC(=O)Nc1ccc(N2CCN(S(C)(=O)=O)CC2)cc1,2,i
CC[C@]12c3[nH]c4cc(-c5ccco5)ccc4c3CCN1C(=O)[C@@H](CC(=O)NCCN1CCOCC1)C[C@@H]2C(=O)N1CCN(C(=O)C2CC2)CC1,-19,/
O=C(CSCc1cnn(-c2ccccc2)c1-n1cccc1)NCC1CCCO1 (stereo unspecified),-20,i
COc1cccc(OC)c1OCCN1CCCC1,-10,i
C[C@H](CO)N1C[C@H](C)[C@@H](CN(C)S(=O)(=O)c2cccs2)Oc2ccc(NC(=O)NC3CCCCC3)cc2C1=O,-2,/
O=C(O)COc1ccccc1/C=N/NC(=O)CSc1nnc(-c2ccc(Cl)cc2)n1C1CCCCC1,-9,i
COc1ccc(C(=O)/C=C/c2cn(CC(O)CN3CCN(C)CC3)c3ccccc23)cc1OC (stereo unspecified),-19,i
O=C(CSc1nc(-c2ccccc2)cs1)N1CCN(C(=O)c2ccco2)CC1,-21,i
Cc1ccc(C(=O)Nc2ccc3nccnc3c2)cc1,-17,i
CC1CCN(CCCN2C(=O)C3C(C(=O)Nc4ccc(Cl)cc4)C4C=CC3(O4)C2C(=O)NC2CCCCC2)CC1 (stereo unspecified),-21,i
COc1cc(OC)cc(C(=O)OCC(=O)NCc2ccc3c(c2)OCO3)c1,-25,i
C=CCOc1cccc(C2c3c(oc4ccc(F)cc4c3=O)C(=O)N2CCCN2CCOCC2)c1 (stereo unspecified),-27,i
O=C(O)C1Cc2ccccc2CN1C(=O)COc1ccc(Br)cc1 (stereo unspecified),-9,i
CCOC(=O)C1(CC2CC2)CCN(Cc2cc(Cl)c(O)c(OC)c2)CC1,-26,i
S=C1NC(C23CC4CC(CC(C4)C2)C3)=CC(c2ccc3c(c2)OCO3)N1 (stereo unspecified),-10,i
COc1cccc(NC(=O)Cc2cn(C)c3ccccc23)c1,-14,i
O=C(NCCN1C(=O)S/C(=C\c2ccc(OC(F)F)cc2)C1=O)[C@@H]1CCCN1C(=O)c1cccs1,-9,i
Fc1ccccc1NC(=S)Nc1cccnc1,-13,i
O=C(CN1CCN(Cc2ccccc2)CC1)N/N=C/c1cccnc1,-5,i
Cc1ccc(-c2ccc(CCC(=O)O)n2-c2cccc(O)c2)cc1,-9,i

# Quoted at random: 2 compounds from above, in no set order.
SMILES,OX1R antag,CHT allo act
CS(=O)(=O)Nc1nc2n(n1)C(c1ccc(F)cc1)CC(c1ccccc1)N2 (stereo unspecified),-7,i
CCCCN1C(N)=NC[C@@H]1CC1CCCCC1,0,i

# Later entries
SMILES,OX1R antag,CHT allo act
CC(=O)c1ccccc1NS(C)(=O)=O,2,i
CCOC(=O)c1ccccc1NC(=O)CSc1nc2ccccc2c(=O)[nH]1,-27,i
COc1ccc(NC(=O)CSc2nnc(-c3ccc(C)cc3)n2N)cc1,-38,i
Cn1c(=O)[nH]c2ccc([N+](=O)[O-])nc21,-4,i
COc1ccc(NC(=O)c2ccc(CN3CCc4ccccc4C3)cc2)c(OC)c1,-39,i
CCOC(=O)c1oc2ccc(Br)cc2c1COC(=O)C1=COCCO1,-13,i
O=C1CCCCN1CC(=O)N1CCCC(Nc2ccc(F)cc2)C1 (stereo unspecified),-6,i
CCOC(=O)c1[nH]c(=O)[nH]c1CSCCO,-9,i
Cc1cc(Nc2ccccc2)cc(=O)n1C,-9,i
NC(=O)C1=C[C@H](c2ccc(C(F)(F)F)cc2)C[C@H](OCc2ccc(CO)cc2)O1,8,i
COC(=O)c1cc(=O)n2c(-c3ccc(OC)cc3)csc2n1,-12,i
O=C(COC(=O)c1ccccn1)NNC(=O)c1ccc([N+](=O)[O-])cc1,-1,i
CCCCc1cc2c(cc1NC(=O)CN1CCCCC1)OCCO2,-28,i
COc1ccc(CCNC(=O)c2ccc3c(c2)NC(=O)C(CSCc2cc(C)ccc2C)N3)cc1OC (stereo unspecified),-12,i
COc1cccc(C(=O)Nc2nnc(S(=O)(=O)N3CCOCC3)s2)c1,-15,i
O=C(Oc1ccc(=O)n(-c2ccccc2)n1)c1ccc(Cl)cc1,-8,i
Cc1ncc([N+](=O)[O-])n1CC(=O)Nc1cc(Cl)ccc1Cl,-2,i
COc1ccc(N=Nc2c(C)[nH][nH]c2=O)cc1,-12,i
COc1ccc(NS(=O)(=O)c2ccc(S(=O)(=O)N3CCCC3)cc2)cc1,14,i
OCC[C@@H]1C[C@H](O)[C@@H](O)[C@@]2(CCCc3ccccc3O2)O1,0,i
O=C(CCSc1nnc2ccc3ccccc3n12)Nc1ccc(F)cc1,-17,i
CC(CCc1ccccc1)NCC(O)c1cccc([N+](=O)[O-])c1 (stereo unspecified),-22,i
CS(=O)(=O)c1nc(S(=O)(=O)c2ccc(Cl)cc2)c(N2CCN(CCO)CC2)s1,-15,i
OC1C2(Cc3ccccc3)CN3CCN(C2)CC1(Cc1ccccc1)C3 (stereo unspecified),-26,i
COc1ccc(N(C(=O)Cc2cccs2)C(C(=O)NC2CCCC2)c2ccncc2)cc1 (stereo unspecified),-24,i
CCOC(=O)N1CCN(Cc2nc(N)nc(Nc3ccccc3C)n2)CC1,-10,i
COc1ccc(NC(=O)CC2C(=O)NCCN2C(=O)c2ccc(Cl)cc2)cc1 (stereo unspecified),-13,i
COCCNC(=O)c1ccc2c(c1)S(=O)(=O)c1ccccc1C2=O,-5,i
CC(C)NC(=O)COC(=O)c1ccccc1Oc1ccccc1,-5,i
O=C(NC1CCCC1)C(c1ccccn1)N(C(=O)c1csnn1)c1ccccc1Cl (stereo unspecified),-23,i
CN(CC(=O)Nc1cccc(F)c1)C(=O)c1cccc(S(=O)(=O)N2CCN(c3ccccc3)CC2)c1,13,i
COc1cc(NS(=O)(=O)c2ccc3[nH]c(=O)oc3c2)cc(OC)c1,-10,i
O=C(OCc1cc(=O)n2c(n1)sc1ccccc12)c1cccc(O)c1,34,i
CC(=O)Oc1ccc(N(C(C)=O)S(=O)(=O)c2ccc(Cl)cc2)c2ccccc12,-10,i

# Compounds were not picked by outcome. About 0.8% of those tested had a hit in this group.
